# Compound activity: PubChem, National Center for Advancing Translational Sciences (NCATS)
# B2AR arrestin = beta2AR (human) beta-arrestin recruitment activity; Potency, µM (series often up to 46.1 µM), without a hit: at the top dose activation, usual class: activators; hit rate 0.02% among 330,000; beta-arrestin recruitment to beta2AR, cell-based reporter;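 note: potency is the fitted concentration of half-maximal effect; 0% = DMSO controls and full agonism = EC100 isoproterenol or metaproterenol; nearly all actives have a fitted effect of over 65% in size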
# Target sequence (P07550 whole entry, looked up): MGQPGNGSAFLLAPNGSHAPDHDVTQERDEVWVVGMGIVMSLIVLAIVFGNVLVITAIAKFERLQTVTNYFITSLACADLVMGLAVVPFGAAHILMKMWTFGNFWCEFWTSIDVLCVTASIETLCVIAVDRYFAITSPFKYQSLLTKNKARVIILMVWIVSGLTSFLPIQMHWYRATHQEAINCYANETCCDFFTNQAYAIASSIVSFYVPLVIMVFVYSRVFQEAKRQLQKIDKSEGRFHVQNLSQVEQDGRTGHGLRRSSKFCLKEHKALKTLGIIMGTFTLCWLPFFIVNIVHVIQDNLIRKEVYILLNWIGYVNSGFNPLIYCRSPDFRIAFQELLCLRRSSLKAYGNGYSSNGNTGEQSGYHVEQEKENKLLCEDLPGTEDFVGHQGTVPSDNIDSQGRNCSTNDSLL
# USP2a block = blocks human ubiquitin-specific protease USP2a. Potency, µM (doses to about 38.3 µM), inactives show at the top dose activity change, negative = inhibition, usual class: inhibitors. hit rate 0.01% among 330,000. USP2 core, Ub-CHOP2 coupled fluorogenic reporter, 485/531. O75604;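 note: potency is the fitted concentration of half-maximal effect; plate controls were DMSO wells for no effect and full inhibition by NEM control for full effect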
#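 USP2 core (10nM final) preincubated 30min RT with compound in 20mM Tris-HCl pH 8.0, 2mM CaCl2, 2mM beta-mercaptoethanol, 0.05% CHAPS; 25nM Ub-CHOP2 plus 25nM reporter substrate added, fluorescence (Ex485/Em531) read after 60min.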
# uPA surface inh = cell surface uPA generation inhibition; hit rate 0.31% among 330,000; cell surface uPA generation assay, qHTS; Potency, µM (highest dose often 38.3 µM), inactives show at the top dose activity change, negative = inhibition, usual class: inhibitors; active = well fitted inhibition curve with a large enough effect; inconclusive = small, poorly fitted or top-dose-only effect; inactive = no such curve, though single readings can be large or run the other way; tested in mouse RAW 264.7 cells; note: potency is the fitted concentration of half-maximal effect; % is set by controls: 0 for no effect and ±100 for the full control effect; nearly all actives have a fitted effect of over 55% in size
# TCR activator = activates T cell receptor signaling; primary human leukocytes, anti-CD3, IL-2 HTRF, 48 h; Potency, µM (series often up to 9.22 µM), inactives show at the top dose activation of IL-2 secretion, usual class: activators; 330,000 tested, under 10 active; AID 504894; note: % of control where 0% means no effect
#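 Human primary leukocytes + a-CD3 beads + cpd, 48 hr; IL-2 in supernatant by HTRF (ex 320nm / em 665nm). No co-stimulatory signal supplied.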
# ELG1 DNA repair = blocks ELG1-dependent DNA repair in HEK293T cells; HEK293T ELG1-luciferase reporter, luminescence, 16 h; DNA damage induced by 5-fluorouridine; Potency, µM (highest dose often 46.1 µM), for the others: at the top dose activity change, negative = inhibition, usual class: inhibitors; hit rate 2.3% among 330,000; AID 504467; note: potency is the fitted concentration of half-maximal effect; % is set by controls: 0 for no effect and ±100 for the full control effect; nearly all actives have a fitted effect of over 55% in size
#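 Overnight (16 hr) co-exposure of 2,000 cells/well to 5-fluorouridine and compound at 37 °C preceded detection. Luciferase was quantified via ONE-Glo luminescence; loss of signal denotes inhibition.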
# BCR signal inh = inhibitors of chronic active B-cell receptor signaling | ABC-DLBCL IkBa-CBG/CBR reporter, luminescence ratio, 4 h | Potency, µM (titrated, usually from 46.1 µM), for inactives: at the highest dose ratio change, negative = lower green/red ratio, hits mostly inhibitors | hit rate 0.05% among 340,000 | AID 493014; active = well fitted inhibition curve with a large enough effect in the signal ratio, with a control signal flat, not every such curve was filed as active; inconclusive = small, poorly fitted or top-dose-only effect, or effect the other way, or a change in a side signal; the % refers to the signal ratio;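 note: potency is the fitted concentration of half-maximal effect; plate controls were basal doxycycline-induced cells for no effect and cells given 10 µM MG132 for full effect; MG132 reads +100%, hits lower the ratio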
#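 Compounds up to 46 uM were incubated four hours with TMD8 cells whose green CBG68 luciferase is fused to IkappaBalpha; red CBR luminescence normalised the signal, and concentration-effect curves were fitted to fusion, red and ratio data.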
# Eya2 inh = inhibitors of human Eya2 phosphatase activity; O00167; recombinant Eya2, OMFP fluorescence dephosphorylation (OMFP is methylfluorescein phosphate); Potency, µM (doses to about 76.9 µM), without a hit: at the top dose activity, negative = inhibition, actives largely listed as inhibitors; hit rate 0.006% among 330,000; AID 488837; note: potency is the fitted concentration of half-maximal effect; % is set by controls: 0 for no effect and ±100 for the full control effect
#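 Eya2 (0.2 uM) preincubated 10 min at ambient with compound, then OMFP substrate added at 50 uM; 10 min reaction in 50 mM HEPES pH 7.5, 50 mM NaCl, 5 uM MgCl2, 0.05% BSA, 1 mM DTT. Fluorescence read at Ex 485/Em 525 nm.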
# TSHR antagonist = human thyrotropin receptor antagonism; P16473; activity change, negative = inhibition, % at 11.5 µM; TSHR-expressing cells, TSH-stimulated cAMP HTRF, 2 h; active compounds read low; hit rate 0.2% among 330,000;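 active = activity change below a set negative limit, meaning inhibition stronger than a set level, cut at about -70% in these data; inconclusive = activity change between two set negative limits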; note: % is set by controls: 0 for no effect and ±100 for the full control effect
#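 TSHR-expressing cells, 200/well, pre-treated with compound, then stimulated with EC80 TSH (4nM final) for 2 hours at 37 deg C. cAMP measured by competitive HTRF: anti-cAMP cryptate antibody in lysis buffer plus cAMP-d2, read after 30 minutes at room temperature.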
# Mito fusion yeast = inhibitors of mitochondrial division or activators of mitochondrial fusion; S. cerevisiae fusion-defective mutant growth rescue, CellTiterGlo 48 h; Potency, µM (doses to about 46.1 µM), for inactives: at the top dose growth rescue (activation), actives largely listed as activators; hit rate 0.23% among 320,000; AID 485298;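 note: potency is the fitted concentration of half-maximal effect; % of control where 0% means no effect; nearly all actives have a fitted effect of over 45% in size; temperature-sensitive fusion mutants such as fzo1-1 at 37 °C on non-fermentable ethanol glycerol medium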
#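 Luminescent cell viability in 1536-well qHTS format served as the measure of rescued growth in ts fusion-mutant S. cerevisiae cultured on non-fermentable YPEG for 48 hours at 37C.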
# PTAP TSG101 blk = blocks PTAP/TSG101 interaction to inhibit HIV-1 budding; Q99816; AID 493005; 340,000 tested, under 10 active; Potency, µM (titrated, usually from 115 µM), for inactives: top-dose activity change, negative = inhibition, usual class: inhibitors; Fluorescence polarization, FITC-PTAP peptide / Tsg101 binding; active = well fitted inhibition curve with a large enough effect in the main read-out, with a control signal flat, not every such curve was filed as active; inconclusive = small, poorly fitted or top-dose-only effect, or effect the other way, or a change in a side signal; inactive = no such curve, though single readings can be large or run the other way; note: potency is the fitted concentration of half-maximal effect; % of control where 0% means no effect
#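 Fluorescence anisotropy tracks displacement of a FITC-tagged PTAP peptide (50 nM) from the Tsg101 binding domain (10 uM), following a 20 min room-temperature incubation at pH 7.5.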
# Tb PFK inh = inhibitors of T. brucei phosphofructokinase | O15648 | T. brucei PFK, ADP-Glo luminescence | Potency, µM (top dose mostly 57.5 µM), without a hit: at the top dose activity, negative = inhibition, hits mostly inhibitors | hit rate 0.17% among 330,000;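 note: potency is the fitted concentration of half-maximal effect; 0% = uninhibited 1x PFK enzyme wells and -100% = no-enzyme wells; nearly all actives have a fitted effect of over 60% in size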
# Target sequence (O15648 whole entry, looked up): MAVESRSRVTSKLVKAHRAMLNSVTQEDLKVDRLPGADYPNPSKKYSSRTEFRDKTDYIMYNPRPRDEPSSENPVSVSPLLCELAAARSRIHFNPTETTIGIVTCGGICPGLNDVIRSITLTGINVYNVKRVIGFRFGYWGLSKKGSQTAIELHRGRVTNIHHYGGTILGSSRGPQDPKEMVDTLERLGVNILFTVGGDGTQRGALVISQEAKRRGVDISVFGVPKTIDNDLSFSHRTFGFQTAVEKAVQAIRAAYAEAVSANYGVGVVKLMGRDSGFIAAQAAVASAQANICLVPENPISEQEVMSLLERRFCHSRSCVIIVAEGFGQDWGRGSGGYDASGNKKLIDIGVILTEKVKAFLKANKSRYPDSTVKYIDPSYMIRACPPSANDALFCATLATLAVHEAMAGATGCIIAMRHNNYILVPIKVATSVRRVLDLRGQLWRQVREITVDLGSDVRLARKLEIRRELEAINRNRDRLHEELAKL
#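 Activity is normalized to no-enzyme wells (full inhibition) and 1.25 nM enzyme wells (no inhibition). Reaction: 0.5 mM F6P, 0.1 mM ATP, 45 min RT, ADP-Glo luminescence; concentration-response curves fitted and classed by quality.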
# Active calls of the source: *; u = inconclusive; x = not tested or not shown; [ ] = another dose, or the depositor's remark. Unless noted, calls come from the whole dose curve; as a rule, active = well fitted curve in the direction sought with a large enough effect; inconclusive = small, poorly fitted or top-dose-only effect, or another doubt; inactive = no such curve, though single readings can be large; an effect the other way counts as inactive or inconclusive.
structure,Eya2 inh,uPA surface inh,Mito fusion yeast,BCR signal inh,PTAP TSG101 blk,ELG1 DNA repair,TSHR antagonist,Tb PFK inh,TCR activator,B2AR arrestin,USP2a block
CCOC(=O)c1nnc(-c2ccccc2)nc1N1CCSCC1,2.5%,-8.1%,4.1%,-2.0%,-0.2%,6.6%,-10.6,2.2%,4.3%,-0.1%,2.6%
Nc1oc2ccc(F)cc2c(=O)c1C=O,0.1%,8.1%,-1.2%,3.6%,-4.0%,1.0%,16.2,-3.3%,-1.8%[46.1 µM],-0.7%,-0.8%
O=C(O/N=C1/CCSc2ccccc21)c1ccccc1,-20.9%,6.5%,1.0%,1.0%,-2.5%,26.6%,28.3,-9.4%,0.5%,-1.0%,-4.6%
Cc1ccc(CCNC(=O)CSCc2ccc(F)cc2)cc1,0.2%,-4.7%,7.0%,3.6%,-3.2%,-13.8%,-7.0,0.7%,2.3%,-0.7%,1.3%
CC(=O)Nc1ccc(NC(=O)C(C)c2cccc(C(=O)c3ccccc3)c2)cc1 (configuration not stated),-1.3%,8.8%,-2.6%,u,0.5%,-24.8%,7.4,-3.8%,-3.7%[46.1 µM],0.4%,-0.6%
CC(C)CC(=O)N(c1ccc(F)cc1)C1C=CS(=O)(=O)C1 (configuration not stated),-2.6%,4.6%,-0.7%,4.7%,-8.3%,0.3%,2.5,3.1%,9.2%,-1.0%,2.6%
Cc1ccc(-n2c(C)nnc2SCC(=O)N2CCc3ccccc3C2)cc1,-1.5%,-0.6%,0.0%,-5.8%,3.0%,-1.4%,7.0,0.0%,11.6%[46.1 µM],-0.5%,3.3%
OCC[C@@H]1C[C@H](O)[C@@H](O)[C@]2(CCc3ccccc3O2)O1,4.9%,3.7%,0.4%,-1.8%,-5.4%,u,21.7,5.6%,0.7%,-0.8%,1.1%
CC1CCN(C(=O)c2cc(F)c(F)cc2Cl)CC1,7.2%,-0.2%,-1.7%,7.4%,-2.1%,-3.0%,36.7,-1.7%,-4.2%[46.1 µM],0.2%,-1.0%
COc1ccccc1CCNC(=O)C1CCC(=O)N(C2CC2)C1 (configuration not stated),-2.8%,8.6%,-3.0%,10.7%,-6.0%,10.0%,4.8,1.9%,-0.1%,-0.8%,0.9%
CCN(CC)CCOC(=O)c1ccc(NC(=O)CNC(=O)C2CCCCC2)cc1,2.0%,-1.0%,-2.7%,1.6%,1.6%,12.6%,-8.6,0.3%,4.6%[46.1 µM],-0.2%,1.6%
CCCNC(=O)N1CCC(C(=O)c2cccc(F)c2)CC1,-4.6%,7.7%,1.7%,0.4%,1.0%,-8.7%,-12.6,-0.4%,1.2%,-0.2%,3.4%
Cc1ccc(C)n1-c1sc2c(c1C(=O)O)CCCC2,10.9%,-2.5%,6.7%,-6.9%,-0.3%,u,0.8,-8.6%,-67.0%,6.4%,2.2%
COc1nc(-c2ccccc2)cc(-c2ccccc2)n1,-7.9%,0.3%,-0.1%,u,-5.6%,-17.8%,-5.5,2.2%,-1.9%,-0.1%,-0.4%
COc1ccccc1C(=O)n1nc(-c2ccccc2)nc1NCc1ccco1,-17.0%,-2.1%,-1.1%,u,x,1.2%,-0.9,-2.6%,x,-0.3%,1.8%
COc1cc(C(=O)NC(C)c2cccc3ccccc23)cc(OC)c1OC (configuration not stated),0.4%,10.5%,7.8%,u,-2.6%,-7.4%,10.5,0.3%,1.9%,0.0%,-0.6%
Cc1ccc(C)c(N2CCN(S(=O)(=O)c3ccc4c(c3)OCCO4)CC2)c1,-20.0%,8.6%,25.1%,11.4%,-3.2%,2.4%,-24.7,-0.7%,1.3%,0.2%,-4.4%
COc1ccc(C(=O)NC(=S)Nc2ccccc2[N+](=O)[O-])cc1OC,-4.9%,0.5%,-5.4%,0.0%,-1.4%,-2.1%,-7.3,-6.8%,5.0%,0.1%,0.1%
COc1ccc(-n2ncc3c2CC(C)(C)CC3NC(=O)c2oc(C)cc2C)cc1 (configuration not stated),3.2%,4.8%,-16.2%,6.8%,-1.8%,-6.2%,0.8,0.2%,-0.9%,-0.1%,0.4%
NC1=NC2(CCCCCC2)n2c(nc3ccccc32)N1,13.9%,x,3.7%,-23.4%,-1.9%,-4.4%,-21.3,0.1%,0.0%,-0.1%,1.3%
COC(=O)c1ccc(OC(=O)c2cccnc2)cc1,-22.3%,-11.0%,-0.7%,-0.8%,-5.3%,0.1%,-3.5,-5.1%,-15.0%[46.1 µM],0.0%,1.2%
Cn1cccc1CC(=O)N/N=C/c1cc([N+](=O)[O-])ccc1Cl,-5.6%,-0.2%,1.6%,-0.7%,-2.8%,14.8%,-0.6,5.7%,0.1%,3.1%,0.5%
COc1ccc(-c2nnc(NC(=O)c3ccc4c(c3)OCCO4)o2)cc1,-3.2%,-5.3%,7.5%,u,-5.9%,-1.2%,-94.9*,0.9%,1.1%,-0.8%,0.1%
CC(C)(CO)NC(=O)c1ccc2nc(Cc3cccc(Cl)c3)oc2c1,1.4%,3.5%,3.2%,-0.5%,-1.9%,u,-1.9,-27.9%,1.5%,0.3%,-0.9%
COc1nn(CC(=O)N2N=C(C)CC2(O)C(F)(F)F)cc1[N+](=O)[O-] (configuration not stated),6.3%,-0.4%,0.0%,u,-1.5%,10.8%,-7.6,3.4%,2.1%[46.1 µM],0.0%,1.8%
Cc1nonc1NC(=O)CSc1nc(CCC2CCCC2)nc2ccccc12,13.2%,1.8%,0.5%,u,-1.4%,3.7%,-3.5,-0.5%,-6.2%,-0.2%,-0.4%
C[C@H]1CN=C(N(C)C)N1CCCC1CCCC1,-18.5%,-28.7%,-7.8%,-0.8%,0.4%,-3.4%,-4.3,-16.6%,0.8%,-0.6%,1.6%
C=CCOc1ccc(/C=N/NC(C)=O)cc1OCC,-3.2%,-6.3%,0.6%,-3.9%,-11.0%,4.5%,2.2,0.0%,4.5%,-0.2%,0.8%
CCOC(=O)N1CCN(C(=O)/C=C/c2ccc3c(c2)OCO3)CC1,3.6%,7.0%,-2.4%,0.0%,2.2%,10.8%,32.3,-4.2%,-1.7%[46.1 µM],-1.2%,3.1%
COc1ccc(C2=NS(=O)(=O)N(C)C(C(=O)Nc3ccc(C(C)=O)cc3)=C2)cc1OC,2.1%,-6.1%,-0.6%,u,-2.8%,-25.1%,-24.1,0.1%,0.5%,0.1%,-1.8%
COCCN(C(=O)CSc1nnc(-c2cccc(OC)c2)n1C)c1c(N)n(Cc2ccccc2)c(=O)[nH]c1=O,1.6%,x,3.2%,u,x,-9.5%,-23.4,-1.5%,x,-0.1%,1.5%
Cc1ccc(/C=C2/Sc3ccc(C(=O)NCCN4CCOCC4)cc3NC2=O)cc1,-1.8%,25.8%,2.0%,-6.4%,-0.2%,18.1%,1.8,0.9%,1.0%,0.2%,4.3%
Cc1nc2c(-c3ccc(F)cc3)c(C)nn2c(C)c1CCC(=O)Nc1ccccc1F,-22.6%,2.9%,2.6%,4.9%,0.2%,u,-7.5,-6.9%,8.3%,0.6%,1.8%
Cc1ccc2nc(C)c(C(=O)O)cc2c1,3.1%,2.1%,-3.2%,1.2%,-5.1%,-8.9%,-9.0,2.5%,-15.5%,-0.1%,1.1%
CS(=O)(=O)N1CCCC(C(=O)N2CCOCC2)C1 (configuration not stated),-10.2%,0.9%,-5.3%,3.8%,-5.0%,u,10.2,-1.7%,-16.7%,-0.5%,0.9%
CC(=O)Nc1ccccc1N(CC(O)Cn1c2ccccc2c2ccccc21)S(=O)(=O)c1ccc(C)cc1 (configuration not stated),-9.1%,9.7%,15.8%,-0.1%,-4.9%,u,-7.3,2.2%,-0.9%[46.1 µM],0.9%,-4.0%
CC(=O)Nc1ccc(-c2cc(-c3ccccc3)nc(-c3ccccc3)n2)cc1,5.9%,-5.6%,-0.5%,1.5%,-1.5%,u,67.5,-2.0%,1.0%,-0.8%,3.7%
CSc1nc(O)c(C2OC(=O)c3ccccc32)c(=O)[nH]1 (configuration not stated),9.4%,1.2%,0.3%,1.1%,-7.5%,13.7%,14.1,-3.6%,-2.5%,-0.1%,0.2%
O=C(C1CCC1)N1CCN(S(=O)(=O)c2cccc(F)c2)CC1,0.2%,-6.9%,-6.0%,-3.4%,-0.7%,3.3%,-3.0,-12.2%,4.0%,-0.8%,-0.6%
